M1 ag: activates human CHRM1 receptor; AID 588814; actives 0.33% (n = 360,000); P11229; activation, % at 3 µM; CHO-K1 hM1, Fluo-8 calcium fluorescence, agonist mode; 0% DMSO, 100% acetylcholine EC100;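 active means activation above the run's mean compound activation plus 3 SD, cut at about 16% in these data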;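 further: peak over basal fluorescence ratio within a 140 s kinetic read after compound addition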
Target sequence (P11229 whole entry, looked up): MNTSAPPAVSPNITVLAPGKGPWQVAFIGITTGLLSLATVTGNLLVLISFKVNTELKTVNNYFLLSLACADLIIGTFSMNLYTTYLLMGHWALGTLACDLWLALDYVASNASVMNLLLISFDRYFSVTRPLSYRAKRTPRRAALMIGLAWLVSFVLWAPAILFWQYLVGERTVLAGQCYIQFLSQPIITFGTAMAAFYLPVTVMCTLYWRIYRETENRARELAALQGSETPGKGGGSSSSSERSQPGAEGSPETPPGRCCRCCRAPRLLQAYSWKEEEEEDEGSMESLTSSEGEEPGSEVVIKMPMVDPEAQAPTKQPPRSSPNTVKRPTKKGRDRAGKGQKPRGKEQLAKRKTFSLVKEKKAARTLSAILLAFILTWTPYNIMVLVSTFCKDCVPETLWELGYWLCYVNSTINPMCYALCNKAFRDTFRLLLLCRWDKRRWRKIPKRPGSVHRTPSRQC
M4 antag: CHRM4 antagonism in calcium assay | inhibition, % at 3 µM | CHO-hM4 cells, ACh EC80, Fluo-8 calcium fluorescence | actives 0.73% (n = 360,000) | AID 624125;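 active means inhibition above its plate's cutoff, the mean inhibition of sample wells plus 3 SD, cut at about 27% in these data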;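 further: 0% = acetylcholine EC80 with DMSO and 100% = DMSO without agonist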
CHRM4 agonist: CHRM4 agonism in calcium assay. AID 624127. activation, % at 3 µM. P08173. actives 0.14% (n = 360,000). CHO-K1 hM4/Gqi5, Fluo-8 calcium fluorescence; vehicle 0%, full acetylcholine response 100%;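 active means activation above the run mean over all test wells plus 3 SD, cut at about 32% in these data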;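 further: peak over basal fluorescence ratio per well then scaled between controls; 0% = DMSO wells and 100% = acetylcholine at EC100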
M1 antag: blocks human M1 muscarinic receptor | P11229 | CHO-K1 hM1, Fluo-8 calcium fluorescence, ACh EC80 antagonist | inhibition, % at 3 µM | actives 1.3% (n = 360,000);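 active means percent inhibition above its own plate's cutoff, namely the mean of that plate's compound wells plus 3 SD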;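 further: peak over basal fluorescence ratio during 140 s after agonist addition; 0% = ACh EC80 plus DMSO and 100% = DMSO alone without agonist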
TAAR1 ag: human TAAR1 agonism. Q96RJ0. AID 624467. activation, % at 3 µM. CHO RD-HGA16 TAAR1, Fluo-8 calcium fluorescence; vehicle wells 0%, saturating PEA agonist 100%. actives 0.99% (n = 360,000);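 active means activation above the mean activation of all test compounds in the run plus 3 SD, cut at about 38% in these data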
Target sequence (Q96RJ0 whole entry, looked up): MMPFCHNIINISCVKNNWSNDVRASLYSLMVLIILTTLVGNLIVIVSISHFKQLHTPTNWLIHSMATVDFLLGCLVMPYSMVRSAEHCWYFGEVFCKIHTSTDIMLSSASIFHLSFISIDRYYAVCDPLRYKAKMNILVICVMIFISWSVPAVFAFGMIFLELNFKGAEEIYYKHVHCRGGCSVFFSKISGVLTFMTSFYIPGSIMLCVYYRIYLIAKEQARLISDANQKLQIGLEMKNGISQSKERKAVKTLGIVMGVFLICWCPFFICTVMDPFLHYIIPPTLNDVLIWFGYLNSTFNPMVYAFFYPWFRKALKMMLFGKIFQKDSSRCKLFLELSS
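System: CHO RD-HGA16 cells carrying human TAAR1 plus Gα16; Incubation: 17-24 h seeding, 75 min 37 °C dye, 30 min RT; Measured by: Fluo-8 fluorescence, 5 s baseline then 140 s kinetic read; Control set: DMSO and PEA EC100; Replication: single well for each compound.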
M1 PAM: human CHRM1 positive allosteric modulation | P11229 | CHO-K1 hM1, Fluo-8 calcium fluorescence, ACh EC20; 0% = ACh EC20, 100% = maximal ACh | activation, % at 3 µM | actives 0.088% (n = 360,000) | AID 588819; in the data active means activation above about 19%, passing the limit was not always enough
CHRM5 agonist: agonists of human muscarinic M5 receptor (CHRM5); activation, % at 3 µM; AID 624037; P08912; CHO-K1 hM5 cells, Fluo-8 calcium fluorescence; 0% DMSO wells, 100% maximal acetylcholine response; actives 0.19% (n = 360,000);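 active means activation above the run's mean over test compounds plus 3 SD, cut at about 23% in these data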;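 further: signal is peak over basal fluorescence ratio across the kinetic read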
CHRM5 PAM: potentiates acetylcholine response at human M5 receptor | P08912 | CHO-K1 hM5, Fluo-8 calcium, ACh EC20 PAM; 0% = ACh EC20, 100% = ACh EC100 | activation, % at 3 µM | actives 0.3% (n = 360,000) | AID 624038;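 active means activation above the run cutoff, the mean activation of all test compounds plus 3 SD, cut at about 18% in these data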
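system = human M5 receptor in CHO-K1 cells | compound = one concentration, 3 µM final (nominal) | schedule = Post-acetylcholine fluorescence recording 140 s | signal = Fluo-8 calcium dye fluorescence, kinetic read | benchmarks = low control EC20 acetylcholine (0%), high control EC100 acetylcholine (100%) | repeats = singlicate, one well per test compound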
M5 antag: CHRM5 antagonism in calcium assay; P08912; CHO-hM5 cells, Fluo-8 calcium fluorescence, ACh EC80; inhibition, % at 3 µM; actives 0.59% (n = 360,000); AID 624040;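 active means inhibition above a per-plate cutoff, the mean of that plate's test compounds plus 3 SD, cut at about 27% in these data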;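 further: 0% = acetylcholine EC80 with DMSO and 100% = DMSO without agonist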
* hit, by the source's call; · = no result given.

SMILES	M1 ag	M4 antag	CHRM4 agonist	M1 antag	TAAR1 ag	M1 PAM	CHRM5 agonist	CHRM5 PAM	M5 antag
Cc1ccc(S(=O)(=O)N2CCOCC2)cc1NC(=O)COC(=O)c1cccnc1Cl	-2.8	-0.8	1.7	-4.3	2.4	4.7	4.2	2.4	4.7
COc1ccc(N(C)S(=O)(=O)c2cccc(C(=O)OCC(=O)c3c(N)n(C)c(=O)n(C)c3=O)c2)cc1	6.4	38.0*	31.3	41.8*	17.5	-22.7	4.8	-40.4	19.2
C[C@@H](C(=O)NC1CCN(Cc2ccccc2)CC1)N1C(=O)N2CCc3c([nH]c4ccccc34)[C@@]2(C)C1=O	-14.1	4.8	0.8	-1.1	3.3	-4.0	-3.6	-1.0	3.0
CSc1ncc(Cl)c(C(=O)C(C#N)c2nc3c(C)cc(C)cc3c(=O)[nH]2)n1 (stereo unspecified)	-1.9	4.5	-2.8	11.2	-3.9	-1.4	0.6	-4.8	8.6
O=C(COC(=O)c1ccc2c(c1)OCCO2)Nc1ccccc1C(F)(F)F	-3.2	-3.8	1.0	-6.6	-0.3	-1.4	1.1	-1.6	-1.8
CCS(=O)(=O)N1CCC2(CC1)OCCN2S(=O)(=O)c1ccccc1	-0.8	-8.0	0.6	-18.9	3.7	16.4	-0.2	0.8	4.8
O=C(NC1CCCC1)C1c2ccccc2OCC(=O)N1Cc1ccccn1 (stereo unspecified)	·	5.4	0.5	·	1.7	·	-1.6	-2.4	6.3
CCc1noc(C)c1C(=O)Nc1nc(-c2cc(OC)ccc2OC)cs1	-7.3	-0.4	7.7	21.2	-1.6	-16.2	-6.4	-5.8	5.5
O=S(=O)(Nc1cccc2c1ccc1cccn12)c1cccs1	-2.3	2.7	0.9	-6.4	-0.1	2.8	-0.5	2.8	-5.6
CCC(Sc1nc(C)cc(=O)[nH]1)C(=O)Nc1nc2c(s1)CCCC2 (stereo unspecified)	-4.5	-13.9	0.1	-6.0	-0.1	5.9	-1.4	2.3	-3.4
COc1ccccc1NC(=O)c1cc(C(=O)Nc2ccccc2OC)cc([N+](=O)[O-])c1	-2.6	-6.7	-0.2	-9.2	3.0	12.9	-1.0	-1.9	7.4
O=C(NCc1ccc2c(c1)OCO2)C(=O)NCC1OCCCN1S(=O)(=O)c1ccc(F)cc1 (stereo unspecified)	-1.1	3.1	0.8	-9.1	4.5	5.8	0.5	-6.5	0.1
COCCn1c(=O)c2c(nc3n2CC(C)CN3Cc2ccccc2)n(C)c1=O (stereo unspecified)	-3.5	-6.0	1.5	-7.5	-0.4	-1.4	-3.1	4.6	3.8
O=C(CC1C(=O)NCCN1Cc1ccccc1C(F)(F)F)NC1CCCCCC1 (stereo unspecified)	-2.1	5.4	2.0	-15.1	-1.1	15.3	-5.5	0.3	6.3
Cc1ccc(C2CC(=O)Nc3c2ccc2ccccc32)cc1[N+](=O)[O-] (stereo unspecified)	-5.4	0.2	0.7	5.0	9.7	-3.7	0.6	-3.5	1.4
CC(Sc1nc2ncc(Cl)cc2[nH]1)C(=O)Nc1ccc(C(N)=O)cc1 (stereo unspecified)	-3.3	0.2	1.6	-4.4	2.0	3.7	-0.1	-3.8	2.9
COC(=O)c1ccccc1NC(=O)CSc1nc(O)cc(=O)n1C1CCCC1	-3.8	-1.3	0.2	-26.6	0.8	8.5	-1.1	8.8	-7.1
N#Cc1ccc(OCC(O)CN2CCN(c3ncc(C(F)(F)F)cc3Cl)CC2)cc1 (stereo unspecified)	-8.4	0.0	13.1	23.0	8.7	-14.1	-2.8	-10.5	-8.0
CCc1ccccc1S(=O)(=O)Cc1ccc(C(=O)NC2CCCC2)o1	-2.8	-2.0	1.9	3.0	2.0	1.5	-1.4	-1.4	4.2
O=C(COc1ccc(CO)cc1)Nc1ccc(F)cc1	-2.5	10.5	-0.2	0.5	1.6	0.1	0.7	3.8	-6.2
C=CCn1c(SCC(=O)Nc2cccc(S(N)(=O)=O)c2)nc2sc(C)c(C)c2c1=O	-0.4	1.7	2.8	-9.4	1.7	9.6	1.8	-10.3	11.6
Cn1c(=O)[nH]c(=O)c2c1[nH]c(=S)n2Cc1ccccc1	-1.4	0.7	0.5	-16.7	4.9	5.4	-2.8	2.5	3.8
Fc1ccc(N/N=C(/c2ccccc2)c2ccccn2)cc1	-3.9	1.1	-1.5	-9.2	0.1	7.7	-0.9	-1.3	-1.2
CCOc1ccc(NC(=O)C2CC(=O)N(c3cc(C)cc(C)c3)C2)cc1 (stereo unspecified)	-4.2	-4.4	0.6	-6.1	3.6	10.0	-2.8	0.3	-0.2
O=C(NCCCN1CCCC1)c1ccc2c(c1)N(Cc1ccccc1F)C(=O)c1ccccc1S2=O (stereo unspecified)	-6.0	10.0	0.4	33.3*	0.3	-20.0	-9.4	-1.0	6.8

(cont.)
SMILES	M1 ag	M4 antag	CHRM4 agonist	M1 antag	TAAR1 ag	M1 PAM	CHRM5 agonist	CHRM5 PAM	M5 antag
CCN(CC)S(=O)(=O)c1cccc(C(=O)Nc2ccc(C#N)cc2)c1	1.3	4.5	13.0	4.0	9.4	0.3	8.0	-8.0	-1.1
CC(=O)c1cc2c(cc1NC(=O)c1c(-c3ccccc3)noc1C)OCO2	-1.8	-0.3	0.7	-18.5	3.2	2.6	-2.6	7.1	-8.0
CCOC(=O)Cn1ncc2c(=O)oc3ccccc3c21	-2.2	-1.8	1.4	9.5	6.7	-6.5	-3.5	-5.5	-0.9
CCCCCOc1ccc(Cn2ccnc2)cc1[N+](=O)[O-]	-7.3	0.8	3.2	3.9	1.2	-6.8	-4.6	-7.9	1.6
COc1ccc([C@H]2C(C#N)=C([S-])N[C@](C)(O)[C@@H]2[n+]2ccccc2)cc1	-8.8	40.4*	1.3	74.3*	9.8	-24.6	-18.4	-19.1	-3.6
CCCCCCC(=O)Nc1ccc(Cl)cn1	-2.7	-1.6	-2.2	-2.3	4.3	0.1	-1.7	0.1	-5.9
CC(Sc1nncs1)C(=O)Nc1ccc2c(c1)OCO2 (stereo unspecified)	-12.9	-13.0	1.3	-5.3	1.7	2.5	-8.8	-9.6	-8.7
Nc1c(Cl)cc(-c2csc(NC(CO)c3nc4ccccc4n3CCOCCO)n2)cc1Cl (stereo unspecified)	-1.2	1.2	2.0	-2.1	10.3	10.8	0.1	0.8	6.3
CCCCSc1c(C)c2cc3c(cc2[nH]c1=O)OCO3	-0.2	2.8	0.2	-7.3	13.7	9.2	1.6	2.4	1.4
CC(Nc1cc(=O)n(C)c(=O)n1C)c1ccccc1 (stereo unspecified)	-2.4	11.3	0.1	-16.4	0.4	-3.6	-0.8	2.8	2.2
Cn1c(SCc2cnc(-c3ccccc3)s2)nnc1C1COc2ccccc2O1 (stereo unspecified)	-1.8	-6.3	-0.2	-17.2	5.4	2.9	-0.9	-1.5	7.2
CN1CCN(S(=O)(=O)Cc2ccc(Cl)cc2)CC1	-6.0	11.2	0.5	-4.3	0.6	5.5	-4.3	0.3	1.4
CCCCc1ccc(NC(=S)N2CCN(c3ncccn3)CC2)cc1	-13.9	-6.3	1.8	-14.8	5.7	-1.8	-3.8	3.8	1.6
CCCCC(c1nnnn1Cc1ccco1)N1CCN(C(=O)c2ccco2)CC1 (stereo unspecified)	-4.2	2.6	1.0	-15.0	3.2	5.5	-8.9	-12.2	17.6
Cc1cc(C(=O)NCc2cccs2)no1	-4.5	-8.7	1.1	-3.1	6.8	9.7	3.7	9.3	-5.1
Clc1ccc(OCc2nc(-c3ccncc3)no2)cc1	-4.9	10.2	2.4	14.7	6.7	-8.3	0.7	-0.1	0.3
CC1CCCN(C(=O)CCNS(=O)(=O)c2ccc3c(c2)oc(=O)n3C)C1 (stereo unspecified)	-2.0	2.3	0.6	5.5	2.6	6.4	-2.6	-6.7	8.4
CC(=O)N(C)C(c1ccc(N(C)C)cc1)c1nnnn1-c1c(C)cccc1C (stereo unspecified)	-8.5	-0.4	-0.1	-6.7	4.1	7.9	-2.8	-3.8	-0.9
Fc1ccc(C(c2nnnn2Cc2ccco2)N2CCN(C3CCCCC3)CC2)cc1 (stereo unspecified)	-6.8	-5.7	1.8	10.3	13.3	4.2	-12.5	0.3	-9.7
Cc1cccc(-c2nc(CS(=O)CC(=O)NC(C)CCc3ccccc3)c(C)o2)c1 (stereo unspecified)	-0.7	15.8	18.5	20.1	1.1	-6.4	0.3	-10.1	12.3
Cn1nnnc1NCc1ccc(Cl)c(Cl)c1	-8.2	-13.8	0.3	-0.8	0.8	3.7	-16.9	7.7	8.6
CCOC(=O)c1ccc(Oc2c(C)oc3c(CN4CCN(C)CC4)c(O)ccc3c2=O)cc1	-4.1	32.8*	0.1	8.6	5.0	-8.3	-6.7	-11.6	-1.1
COc1cc(C)cc(C(=O)O)c1C1=C(O)c2cccc(O)c2C(=O)C1=O	-0.3	-4.1	1.5	-5.3	-0.1	3.4	1.9	4.5	-1.2
COc1ccc(C(=O)Nn2c(SCC(=O)NC3CCCCC3)nc3ccccc3c2=O)cc1	1.4	-0.7	1.1	-0.6	29.9	2.3	3.0	-9.6	13.3
COc1ccc(CCC(=O)NNC(=O)Cn2nc(C)cc2C)cc1	-0.1	0.2	0.2	-2.7	1.2	8.3	-6.0	-5.4	5.5

Compound profiles, from the list above. Order of screens: M1 ag | M4 antag | CHRM4 agonist | M1 antag | TAAR1 ag | M1 PAM | CHRM5 agonist | CHRM5 PAM | M5 antag
Clc1ccc(OCc2nc(-c3ccncc3)no2)cc1 as listed: -4.9 | 10.2 | 2.4 | 14.7 | 6.7 | -8.3 | 0.7 | -0.1 | 0.3
CC1CCCN(C(=O)CCNS(=O)(=O)c2ccc3c(c2)oc(=O)n3C)C1 (stereo unspecified) as listed: -2.0 | 2.3 | 0.6 | 5.5 | 2.6 | 6.4 | -2.6 | -6.7 | 8.4
COc1cc(C)cc(C(=O)O)c1C1=C(O)c2cccc(O)c2C(=O)C1=O as listed: -0.3 | -4.1 | 1.5 | -5.3 | -0.1 | 3.4 | 1.9 | 4.5 | -1.2
COc1ccc(C(=O)Nn2c(SCC(=O)NC3CCCCC3)nc3ccccc3c2=O)cc1 as listed: 1.4 | -0.7 | 1.1 | -0.6 | 29.9 | 2.3 | 3.0 | -9.6 | 13.3

(more compounds)
SMILES	M1 ag	M4 antag	CHRM4 agonist	M1 antag	TAAR1 ag	M1 PAM	CHRM5 agonist	CHRM5 PAM	M5 antag
CCOC(=O)N1C(=O)NC(=O)C1c1ccc(OC)cc1 (stereo unspecified)	-0.9	9.1	1.3	20.5	3.4	-9.6	-2.3	-7.5	14.8
CC(C)[C@H](NC(=O)c1ccccc1Cl)C(=O)OCC(=O)NC(=O)NC1CCCC1	-0.3	3.6	5.1	-5.9	1.3	-0.1	1.0	-8.5	12.6
CCOc1ccc(NC(=O)CSc2nc(C3CC3)nc3ccccc23)cc1	-3.7	-3.7	0.3	-3.4	1.6	13.3	1.5	5.0	3.2
Cn1c(=O)[nH]c(=O)c2c1nc(NC1CCCCC1)n2CCO	-0.6	-13.1	-0.2	-5.1	-0.5	7.0	-1.2	1.5	0.9
CCc1sc(C(=O)NNC(=O)c2cncc(Br)c2)cc1C	-0.2	-6.2	0.4	-12.4	2.4	11.8	3.3	-11.7	9.0
CCSc1nnc(N(CCC(=O)O)CCC(=O)O)s1	-3.1	-0.4	0.1	-4.5	1.0	3.3	-0.9	1.5	-5.6

This is a subset. The share of hits here may be higher or lower than overall.
